CHT allo act = allosteric activators of human choline transporter CHT; actives 0.49% (n = 310,000); CHT-expressing cells, membrane potential dye, choline EC20; stronger effect = higher value; LV-AA mutant CHT in HEK293 cells; Q9GZV3; B-score at 10 µM;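 active means initial fluorescence not abnormally high and integrated response B-score, plate-corrected, over 3 SD above library mean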
Target sequence (Q9GZV3 whole entry, looked up): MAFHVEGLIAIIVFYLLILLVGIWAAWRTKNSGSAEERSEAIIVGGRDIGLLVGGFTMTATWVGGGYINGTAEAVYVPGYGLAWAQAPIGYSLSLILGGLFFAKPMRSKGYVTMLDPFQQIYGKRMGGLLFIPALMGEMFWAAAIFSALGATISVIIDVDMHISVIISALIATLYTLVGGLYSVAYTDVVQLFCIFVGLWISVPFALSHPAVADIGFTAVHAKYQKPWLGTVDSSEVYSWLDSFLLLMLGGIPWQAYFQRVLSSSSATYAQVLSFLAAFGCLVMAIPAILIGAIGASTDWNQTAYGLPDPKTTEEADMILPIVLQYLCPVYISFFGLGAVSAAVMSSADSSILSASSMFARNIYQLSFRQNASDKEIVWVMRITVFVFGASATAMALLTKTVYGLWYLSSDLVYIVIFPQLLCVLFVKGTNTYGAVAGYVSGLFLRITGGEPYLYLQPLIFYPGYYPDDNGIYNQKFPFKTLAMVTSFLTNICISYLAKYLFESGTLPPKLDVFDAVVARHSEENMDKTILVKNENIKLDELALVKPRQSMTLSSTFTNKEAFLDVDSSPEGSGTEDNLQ
OX1R antagonist = human HCRTR1 antagonism; O43613; CHO/OX1R cells, Fluo-8 calcium fluorescence, orexin A; inhibition, % at 5 µM; actives 0.43% (n = 330,000);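 active means inhibition above its plate's threshold, mean inhibition of all tested compounds on the plate plus 3 SD, cut at about 37% in these data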;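 further: 0% = orexin A challenge wells and 100% = SB-334867-A antagonist wells; not every result past the cut was called active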
Target sequence (O43613 whole entry, looked up): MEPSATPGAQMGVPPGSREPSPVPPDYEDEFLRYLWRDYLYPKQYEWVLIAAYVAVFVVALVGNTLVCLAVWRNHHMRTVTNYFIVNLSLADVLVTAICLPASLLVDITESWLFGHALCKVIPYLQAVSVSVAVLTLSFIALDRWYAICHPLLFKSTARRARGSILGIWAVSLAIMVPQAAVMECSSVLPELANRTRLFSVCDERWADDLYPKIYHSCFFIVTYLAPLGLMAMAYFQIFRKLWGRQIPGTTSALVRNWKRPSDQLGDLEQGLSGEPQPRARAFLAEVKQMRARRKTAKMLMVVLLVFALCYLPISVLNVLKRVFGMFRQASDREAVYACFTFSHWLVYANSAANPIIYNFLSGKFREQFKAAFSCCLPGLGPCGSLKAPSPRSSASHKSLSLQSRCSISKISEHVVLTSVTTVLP
Active calls of the source: *; i = inactive; · = no result given; & = joins results of further samples.

| molecule | CHT allo act | OX1R antagonist |
| --- | --- | --- |
| O=C(Nc1cccc([N+](=O)[O-])c1)c1ccc2ccccc2c1O | i | -4.6 |
| COc1ccc(C2CC(c3ccccc3)=NN2C(=O)COC(=O)c2cc(S(=O)(=O)N3CCOCC3)ccc2F)cc1 (configuration not stated) | i | -27.0 |
| Cn1c(N2CCOCC2)nc2c1c(=O)n(Cc1ccc(Cl)cc1)c(=O)n2C | i | -5.8 |
| Cc1ccc(NC(=O)c2cc(-c3cccs3)nc3ccccc23)nc1 | i | -5.7 |
| N#CCCNS(=O)(=O)c1ccc(C(=O)OCC(=O)Nc2ccc3c(c2)OCO3)cc1 | · | -8.5 |
| CCc1ccc2nc3c(c(C(=O)O)c2c1)CCC3 | i | -7.2 |
| COC(=O)c1ccccc1OS(=O)(=O)N(C)C | i | -4.7 |
| COC(=O)c1cc2occc2n1Cc1cccc(C)c1 | i | -45.0 |

One compound at a time, as listed above:
Results for COC(=O)c1cc2occc2n1Cc1cccc(C)c1 → CHT allo act = i; OX1R antagonist = -45.0
Results for CCc1ccc2nc3c(c(C(=O)O)c2c1)CCC3 → CHT allo act = i; OX1R antagonist = -7.2

Following part.
| molecule | CHT allo act | OX1R antagonist |
| --- | --- | --- |
| COc1ccc(CNC(=O)Nc2ccc(C)cc2)cc1 | i | 22.1 |
| CCN(CC)CCCn1c2c(c(SCC(=O)Nc3nc(C)cs3)nc1=O)CCC2 | i | -2.8 |
| O=C(Nc1ccc(N2CCN(C(=O)c3ccccc3)CC2)cc1)c1cccnc1 | i | 4.4 |
| CN1CCN(S(=O)(=O)c2ccc(C(=O)Nc3ccccc3)cc2)CC1 | i | 0.6 |
| CCN(C[C@H]1N[C@@](CC)(C(=O)OC)[C@H]2C(=O)N(Cc3ccccc3)C(=O)[C@@H]12)S(=O)(=O)c1ccc(F)cc1 | · | -13.1 |
| CCn1cc(C(=O)NCCCN(C)C)c(=O)c2cc(F)c(N3CCN(C)CC3)cc21 | i | -5.6 |
| CCOc1ccc(CCNC(=O)CN2C(=O)NC(CCSC)C2=O)cc1OCC (configuration not stated) | i | -23.4 |
| CC1CCC(NC(=O)c2ccc(NC(=O)c3ccc(=O)[nH]c3)cc2)CC1 (configuration not stated) | i | -13.8 |
| Cc1ccc(NC(=O)C2CCCC2)cc1Cl | i | -7.0 |
| CC(C)(C)NS(=O)(=O)c1ccc(Oc2ncc(C(F)(F)F)cc2Cl)cc1 | i | -7.3 |
| CCc1ccccc1NC(=O)CCS(=O)(=O)c1ccc(Br)cc1 | i | -38.1 |
| CCCCc1ccc(NC(=S)NN2CCOCC2)cc1 | i | -11.6 |
| CCC1CCCCN1CCCNC(=O)c1cn(CC)c2ccc(S(=O)(=O)N(C)C3CCCCC3)cc2c1=O (configuration not stated) | i | -10.6 |
| CCOc1ccc(S(=O)(=O)Nc2ccccc2C(=O)Nc2ccccc2N2CCOCC2)cc1 | i | -3.1 |
| CC(C)NC(=O)C1CCN(Cc2cnn(-c3ccccc3)c2-n2cccc2)CC1 | i | -18.1 |
| Cc1sc2ncn(CC(=O)NCCCC(=O)Nc3ccc(C(C)C)cc3)c(=O)c2c1C | i | -32.0 |

Four entries already listed, sorted by molar mass, largest number first:
| molecule | CHT allo act | OX1R antagonist |
| --- | --- | --- |
| CCN(C[C@H]1N[C@@](CC)(C(=O)OC)[C@H]2C(=O)N(Cc3ccccc3)C(=O)[C@@H]12)S(=O)(=O)c1ccc(F)cc1 | · | -13.1 |
| CCOc1ccc(CCNC(=O)CN2C(=O)NC(CCSC)C2=O)cc1OCC (configuration not stated) | i | -23.4 |
| O=C(Nc1cccc([N+](=O)[O-])c1)c1ccc2ccccc2c1O | i | -4.6 |
| Cc1ccc(NC(=O)C2CCCC2)cc1Cl | i | -7.0 |

The results go on:
| molecule | CHT allo act | OX1R antagonist |
| --- | --- | --- |
| CCCc1cc(C(N)=O)c(NC(C)=O)s1 | i | -12.8 |
| Cc1nn(CCCC(=O)NC(C)c2ccccc2)c(=O)c2nn(-c3ccccc3)c(C)c12 (configuration not stated) | i | -7.8 |
| Cc1ccc(-c2nn(C)c(=O)c3ccccc23)cc1CNC(=O)NC1CCCCC1 | i | -28.5 |
| COC(=O)c1scc(C)c1NS(=O)(=O)c1ccc(NC(C)=O)cc1 | i | -5.7 |
| CC(C)c1nc2ccc(NC(=O)C3CCCCC3)cc2[nH]1 | i | -14.8 |
| O=C(NCCCN1CCCC1=O)[C@H](CSCc1ccccc1)N1Cc2ccccc2C1=O | i | -27.3 |
| O=C(CN1C(=O)NC2(CCCCCCC2)C1=O)NCc1ccc(Cl)cc1 | · | -13.3 |
| Cc1noc(C)c1C(=O)OCC(=O)Nc1ccccc1SCC#N | · | 19.6 |
| COc1cc(NC(=S)NCC2CCCO2)c(OC)cc1Cl (configuration not stated) | i | -8.2 |
| O=CN1CCN(C(=O)c2cc3cc(Cl)ccc3[nH]2)CC1 | i | -6.3 |
| CCC(=O)N/C(=N/c1nc(C)cc(C)n1)Nc1ccc(OC)cc1 | i | 2.5 |
| O=C(Nc1cc2c(cc1Cl)OCCCO2)c1ccccc1 | i | -4.7 |
| Cc1ccc([N+](=O)[O-])c2c1C(N1CC(C)OC(C)C1)C(C)(C)O2 (configuration not stated) | i | -26.4 |
| Cc1c(O)c(CN(C)C)cc2c1oc(=O)c1ccccc12 | i | -2.8 |
| COC(=O)[C@H](Cc1ccccc1)N1C/C=C\COc2c(Cl)cc(Cl)cc2S1(=O)=O | · | 35.0 |
| Cc1ccc(C2(C)NC(=O)N(CC(=O)Nc3ccc(S(=O)(=O)Nc4nccs4)cc3)C2=O)cc1 (configuration not stated) | i | -5.3 |
| Cc1ccc(NC(=O)CCNS(=O)(=O)c2ccc3[nH]c(=O)oc3c2)c(C)c1 | i | -8.7 |
| CCOC(=O)C1=C(C)N=C2SC(CC)C(=O)N2C1c1cccc(F)c1 (configuration not stated) | i | -47.8 |
| CCCCNC(=O)C1CCN(Cc2ccc(OCc3ccccc3)c(OC)c2)CC1 | i | -35.9 |
| Cc1ccc(C)c(NC(=S)NCc2ccccc2)c1 | i | -12.1 |
| COc1ccc(OC)c(N/C(C)=C/C(=O)c2ccc(Br)cc2)c1 | i | -35.6 |
| COc1cc(/C=C2/NC(=O)NC2=O)cc(Br)c1OCc1ccccc1 | i | -7.6 |
| CC(=O)N1N=C(c2ccc3nccnc3c2)CC1c1ccccc1 (configuration not stated) | i | -5.3 |
| O=C(O)C1CCCCC1C(=O)Nc1ccccc1Nc1ccccc1 (configuration not stated) | i | -16.7 |
| O=C(NC1CCN(C(=O)NC2CCCCC2)CC1)c1cccc(F)c1 | i | -17.1 |
| O=C(NCC12CC3CC(C1)CC(CNC(=O)N1CCCC1)(C3)C2)N1CCCC1 | i | -11.4 |
| COc1ccc(NC(=O)COC(=O)Cn2c(C)nc3ccccc32)cc1OC | i | 14.5 |
| O=C(CSc1ccc2nnc(-c3ccccn3)n2n1)Nc1ccc2c(c1)OCO2 | i | -26.0 |
| CC(C)CCNC(=O)C(=O)Nc1ccccc1 | i | -13.3 |
| CC(C)(C)[C@H]1C=C(C(N)=O)O[C@@H](OCc2ccc(CO)cc2)C1 | i | -17.2 |
| Cc1c(C(=O)Nc2ccccc2F)sc2nc3n(c(=O)c12)CCC3 | i | -0.8 |
| COc1ccccc1N1CCN(C(=O)CCNC(=O)c2ccco2)CC1 | · | -16.1 |
| CCOc1cccc(C2/C(=C(/O)c3ccc4c(c3)CC(C)O4)C(=O)C(=O)N2CCCn2ccnc2)c1 (configuration not stated) | i | -11.9 |
| CCC1CCCCN1S(=O)(=O)c1ccc(C(=O)Nc2nnc(-c3ccccc3Cl)o2)cc1 (configuration not stated) | i | -35.6 |
| Cc1cccc(Cn2c(=O)oc3ccc(C)cc32)c1 | i | -18.9 |
| O=C(CNS(=O)(=O)c1ccccc1)OCc1cccc([N+](=O)[O-])c1 | i | 1.5 |
| CCN=c1scc(-c2cccs2)n1/N=C/c1cc(OC)ccc1O | i | -12.6 |
| COc1ccc(C(=O)NCCNc2ccc([N+](=O)[O-])cc2)cc1OC | i | -2.9 |
| COc1ccc(S(=O)(=O)N2CCCCCC2)cc1C(=O)OCc1c(C)noc1C | i | -12.6 |
| CC(C)[C@H](N)c1cn([C@@H](CO)C(=O)N2CCNCC2)nn1 | i | 2.7 |
| Cn1c(=O)c2c(ncn2CC(=O)N2CCCCCC2)n(C)c1=O | i | 1.5 |
| O=C(CC1C(=O)NC2CCCCC2N1C(=O)c1ccc(F)cc1)Nc1ccccc1 (configuration not stated) | i | -18.1 |
| O=C(NC1CCCCC1)N1CCN(S(=O)(=O)c2ccc(F)cc2)CC1 | i | -8.1 |
| CCN(CC(=O)NCc1ccc(F)cc1)C(=O)C1CC1C (configuration not stated) | i | -1.5 |
| Clc1ccc(-c2csc3ncnc(NCCN4CCOCC4)c23)cc1 | i | -27.0 |
| O=C(Nc1ccccc1Cl)Oc1ccc2ccccc2c1 | i | -12.5 |
| O=C(NCCCn1ccnc1)c1cc(C(=O)C2CC2)c[nH]1 | i | -14.8 |
| COC(=O)[C@]1(C)N[C@H](CN(C)C(=O)c2ccc(C(C)(C)C)cc2)[C@@H]2C(=O)N(Cc3ccccc3)C(=O)[C@@H]21 | · | -7.4 |
| COC(=O)c1cnc[nH]1 | i | 8.9 |
| Cc1cc(C)[n+]2n1C(=O)C(c1ccccc1)=C2[O-] | i | 4.3&7.6 |
| Cc1cccc(C)c1OCC(=O)NNC(=S)NC(=O)C1CC1 | i | -9.8 |
| Cc1cc(C)c2nc(C(F)(F)F)nc(NCCCN3CCOCC3)c2c1 | i | -22.7 |
| Fc1ccc(-c2nnc(-c3ccc(F)cc3)o2)cc1 | i | · |
| COc1ccc(CNC(=O)COc2cc3c(c4oc(=O)cc(C)c24)CCC(C)(C)O3)cc1OC | i | -17.1 |
| CN(Cc1cccc(F)c1)C(=O)c1ccc(S(=O)(=O)N2CCOCC2)cc1 | · | -2.0 |
| CCN(CC)S(=O)(=O)c1cccc(NC(=O)CCSc2ccc(Cl)cc2)c1 | i | 10.5 |

Next records:
| molecule | CHT allo act | OX1R antagonist |
| --- | --- | --- |
| O=S(=O)(Nc1cccc(Cl)c1)c1cccc(-n2cnnn2)c1 | · | 0.1 |
| CN1CCCN(C(=O)c2ccc(Cl)cc2)CC1 | i | -11.4 |
| CC(NC(=O)CCNC(=O)c1ccco1)c1ccccc1 (configuration not stated) | i | -2.5 |
| Cc1ccc(-c2cc(C(=O)NC3=NCCS3)c3cc(Br)ccc3n2)o1 | i | -4.5 |
| COc1ccccc1OCCCC(=O)Nc1ccc2c(c1)OCCO2 | i | -19.3 |
| CN(Cc1ccccc1)c1ccc(C(CC(N)=O)NC(=O)Cc2ccc(Br)cc2)cc1[N+](=O)[O-] (configuration not stated) | i | 2.3 |
| COc1ccc(NC(=S)N2CCC(C(=O)c3ccc(C)cc3)CC2)c(OC)c1 | i | -22.1 |
| Cc1cccc(C)c1NC(=O)CSc1nnc(-c2cnccn2)n1C | i | -2.8 |
| O=c1[nH]ncc2c3ccccc3n(Cc3cccc(Cl)c3)c12 | i | -5.7 |
| COc1ccc(NS(=O)(=O)c2cccc(C(=O)NNC(=O)c3cccn3C)c2)cc1 | i | -4.5 |
| CN1CCN(C(=O)c2ccc(CN3CCOCC3)cc2)CC1 | i | -11.1 |
| COCCNC(=O)CSCc1c(F)cccc1Cl | i | -1.3 |
| Cc1ccc(NC(=O)COC(=O)CN2C(=O)C3CCCCC3C2=O)cc1C (configuration not stated) | · | -10.1 |
| COC(=O)c1sc2ncn(CC(=O)NCCc3ccc(OC)c(OC)c3)c(=O)c2c1C | i | -24.4 |
| CC(=O)N(C)c1ccc(OCC(O)Cn2c(C)nc3ccccc32)cc1 (configuration not stated) | i | -3.9 |
| CCCN1C(=O)/C(=C/c2ccc(C)o2)SC1=Nc1ccc(OC)cc1 | i | -12.6 |
| O=C(O)c1cc([N+](=O)[O-])cc([N+](=O)[O-])c1N1CCN(c2cccc(C(F)(F)F)c2)CC1 | i | · |
| OCC1(Cc2ccccc2)CCN(Cc2cnn(-c3ccccc3F)c2)CC1 | i | -25.2 |
| COc1c2ccccc2nc2ccccc12 | i | -5.8 |
| CN(/C(=N\S(=O)(=O)c1ccccc1)c1ccccc1)c1ccc(O)cc1 | i | 1.6 |
| CCCCCCC(C)n1[nH]c(=O)c2c(C)cc(=O)[nH]c21 (configuration not stated) | i | -4.3 |
| COc1ccc(C2CC(c3ccc(Cl)cc3Cl)n3nc(N)nc3N2)cc1 (configuration not stated) | i | -8.2 |
| O=C(Cc1ccc(-n2cccc2)cc1)NC1CCCCC1 | i | 12.8 |
| Cc1cc(=O)oc2cc(OC(C)C(=O)Nc3ccc(N4CCOCC4)cc3)ccc12 (configuration not stated) | i | -27.4 |

The final 3 compounds of the section before are carried over, then new ones follow.
| molecule | CHT allo act | OX1R antagonist |
| --- | --- | --- |
| COc1ccc(C2CC(c3ccc(Cl)cc3Cl)n3nc(N)nc3N2)cc1 (configuration not stated) | i | -8.2 |
| O=C(Cc1ccc(-n2cccc2)cc1)NC1CCCCC1 | i | 12.8 |
| Cc1cc(=O)oc2cc(OC(C)C(=O)Nc3ccc(N4CCOCC4)cc3)ccc12 (configuration not stated) | i | -27.4 |
| CCc1ccc(NC(=O)c2sc3nc4n(c(=O)c3c2C)CCC4)cc1 | i | -20.0 |
| CCOC(=O)N1CCN(C(=O)C2CCN(S(=O)(=O)c3c(C)cc(C)cc3C)CC2)CC1 | i | -16.9 |
| CCCn1cnc2cc(NC(=O)c3cccs3)ccc21 | i | -8.1 |
| N#Cc1ccccc1NC(=O)c1ccccc1OCC(=O)NCc1ccco1 | i | -5.5 |
| CC1(C)CC(=O)C2=C(C1)N=C1SCCC(=O)N1C2c1cccc([N+](=O)[O-])c1 (configuration not stated) | i | -39.0 |
| CCOC(=O)c1cnc(Nc2ccc(OCC)cc2)nc1C | i | -32.0 |
| CCCNC(=S)N1CCC(NC(=O)Nc2ccc(C)cc2)CC1 | i | -15.7 |
| CCCCCn1c(SCC#N)nc2cc(C(=O)NCC3CCCO3)ccc2c1=O (configuration not stated) | i | -30.6 |
| CCOC(=O)c1cnc(-n2nc(C)cc2C)nc1NNc1cc(-c2ccccc2)nc(C)n1 | i | -77.2 |

High-throughput results (PubChem)
